Screens as filed in PubChem BioAssay.
Kir21 block – inhibitors of mouse Kir2.1 inward-rectifier potassium channel; Inward rectifier potassium channel 2 (Mus musculus), P35561; HEK293-Kir2.1, FluxOR thallium flux fluorescence; active compounds read low; B-score at 10 µM; 0.85% of 310,000 active;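 active = fluorescence ratio B-score at or below minus 3 SD of library scores, with starting-brightness B-score within 2 SD, cut at about -4.2 in these data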;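 note: channel flux triggered by added potassium and thallium sulfate stimulus; B-score of peak minus minimum fluorescence over baseline after thallium stimulus; more negative B-score means stronger Kir2.1 block with less thallium influx; some compounds called inactive have numbers as strong as hits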
Target sequence (P35561 whole entry, looked up): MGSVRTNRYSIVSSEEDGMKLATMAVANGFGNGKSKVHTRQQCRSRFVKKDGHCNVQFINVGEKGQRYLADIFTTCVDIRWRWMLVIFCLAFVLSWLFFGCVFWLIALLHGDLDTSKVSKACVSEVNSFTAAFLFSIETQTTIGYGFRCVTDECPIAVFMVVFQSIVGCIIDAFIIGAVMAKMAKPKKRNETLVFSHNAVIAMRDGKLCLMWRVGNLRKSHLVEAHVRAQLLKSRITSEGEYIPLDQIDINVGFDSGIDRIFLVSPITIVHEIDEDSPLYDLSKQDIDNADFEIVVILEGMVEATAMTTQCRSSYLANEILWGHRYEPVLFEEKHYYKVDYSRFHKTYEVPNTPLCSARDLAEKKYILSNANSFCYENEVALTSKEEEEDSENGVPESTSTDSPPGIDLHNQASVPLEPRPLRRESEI
STK33 inh – inhibitors of purified STK33 kinase, primary screen, biochemical, ADP-Glo luminescence, homogeneous, cell-free; inhibition, % at 10 µM; AID 2661, 2010; 0.073% of 320,000 active; Serine/threonine-protein kinase 33 (Homo sapiens), Q9BYT3; MBP phosphorylation;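 active = inhibition at or above 25%, using the most active replicate where run in duplicate; inactive = inhibition below 25%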
* marks the source's active call; other numbers are inactive results. This is a random part of the collection, and some 0.84% of all compounds hit somewhere here.

[1] Cc1ccc(C)c(N(C(=O)Cn2nnc(-c3cccs3)n2)C(C(=O)NC2CC2)c2ccc(C)o2)c1 (stereo not given)
  Kir21 block: 0.33
  STK33 inh: 0.5
[2] CS(=O)(=O)c1nc(S(=O)(=O)c2ccc(Cl)cc2)c(N2CCC3(CC2)OCCO3)s1
  Kir21 block: -0.33
  STK33 inh: -0.7
[3] Cc1cc(C)n(CC2CC(=O)N(c3ccc(Cl)cc3)C2=O)n1 (stereo not given)
  Kir21 block: -1.29
  STK33 inh: -1.2
[4] COc1cc(OC)c(-c2nc3c[n+](CC(=O)c4ccccc4)ccc3n2C)cc1OC
  Kir21 block: 0.42
  STK33 inh: -0.1
[5] COc1cccc(N(CC(=O)NC2CCCC2)C(=O)CCC(=O)Nc2nccs2)c1
  Kir21 block: 1.24
  STK33 inh: -0.5
[6] CCCCn1c(SCC(=O)NCC2CCCO2)nc2ccc(N3CCOCC3)cc2c1=O (stereo not given)
  Kir21 block: 0.26
  STK33 inh: -1.2
[7] CCOC(=O)c1ccccc1NCN1C(=O)CSC1=O
  Kir21 block: 0.14
  STK33 inh: -0.3
[8] COc1cc(-c2nc3ccccc3nc2-c2ccc(O)c(OC)c2)ccc1O
  Kir21 block: -0.87
  STK33 inh: -1.3
[9] CCOC(=O)C1=C(N)OC2=C(C(=O)CCC2)C1c1cccnc1 (stereo not given)
  Kir21 block: 1.31
  STK33 inh: -1.0
[10] O=C(NCc1ccco1)C12CC3CC(C1)CC(C(=O)NCc1ccco1)(C3)C2
  Kir21 block: -0.22
  STK33 inh: 0.7
[11] CC(C)NC(=O)CSc1nc2ccccc2c(=O)n1CCCOC(C)C
  Kir21 block: -0.05
  STK33 inh: -0.5
[12] O=C(CCCN1C(=O)C2CC=CCC2C1=O)Nc1ccccc1F (stereo not given)
  Kir21 block: 1.51
  STK33 inh: -0.2

Fetched by structure from above (two):
[5] COc1cccc(N(CC(=O)NC2CCCC2)C(=O)CCC(=O)Nc2nccs2)c1
  Kir21 block: 1.24
  STK33 inh: -0.5
[3] Cc1cc(C)n(CC2CC(=O)N(c3ccc(Cl)cc3)C2=O)n1 (stereo not given)
  Kir21 block: -1.29
  STK33 inh: -1.2

Some of these compounds in order of heavy-atom count, rising.
[9] CCOC(=O)C1=C(N)OC2=C(C(=O)CCC2)C1c1cccnc1 (stereo not given)
  Kir21 block: 1.31
  STK33 inh: -1.0
[11] CC(C)NC(=O)CSc1nc2ccccc2c(=O)n1CCCOC(C)C
  Kir21 block: -0.05
  STK33 inh: -0.5
[6] CCCCn1c(SCC(=O)NCC2CCCO2)nc2ccc(N3CCOCC3)cc2c1=O (stereo not given)
  Kir21 block: 0.26
  STK33 inh: -1.2
